# KCNQ2 block – KCNQ2 potassium channel inhibitors, primary screen, cell-based, CHO-K1, FluxOR thallium flux, B-score (AID 2156). 20 min; active compounds read low. O88943. hit rate 1.1% among 310,000. B-score at 10 µM;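 active = fluorescence ratio B-score at most minus 3 library SDs, with starting brightness B-score within 2 library SDs, cut at about -5.5 in these data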
# Target sequence (O88943 whole entry, looked up): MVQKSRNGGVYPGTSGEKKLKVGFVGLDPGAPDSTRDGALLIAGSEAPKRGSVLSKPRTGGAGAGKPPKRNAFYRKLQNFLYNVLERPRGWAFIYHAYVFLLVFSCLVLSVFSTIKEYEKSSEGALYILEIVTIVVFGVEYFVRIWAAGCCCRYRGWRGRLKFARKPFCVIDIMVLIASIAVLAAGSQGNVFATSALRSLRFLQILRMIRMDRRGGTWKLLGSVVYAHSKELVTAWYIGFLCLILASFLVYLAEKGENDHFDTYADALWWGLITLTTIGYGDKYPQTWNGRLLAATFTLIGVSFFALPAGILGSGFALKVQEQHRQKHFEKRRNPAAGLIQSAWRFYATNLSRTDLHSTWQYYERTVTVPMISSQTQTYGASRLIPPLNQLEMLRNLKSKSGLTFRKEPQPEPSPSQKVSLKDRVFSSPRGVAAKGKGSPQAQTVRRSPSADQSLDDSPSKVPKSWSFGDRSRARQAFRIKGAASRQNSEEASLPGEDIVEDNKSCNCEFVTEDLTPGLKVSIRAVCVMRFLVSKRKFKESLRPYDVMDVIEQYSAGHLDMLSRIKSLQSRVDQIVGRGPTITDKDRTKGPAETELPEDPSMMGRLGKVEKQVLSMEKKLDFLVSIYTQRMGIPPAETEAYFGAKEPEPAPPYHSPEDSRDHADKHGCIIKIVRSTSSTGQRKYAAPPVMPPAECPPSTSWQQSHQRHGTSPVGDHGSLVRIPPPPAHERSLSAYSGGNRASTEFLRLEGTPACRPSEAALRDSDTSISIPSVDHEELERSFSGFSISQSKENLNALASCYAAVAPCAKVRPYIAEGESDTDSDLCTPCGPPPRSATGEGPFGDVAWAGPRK
# CHT block – inhibits the human high affinity choline transporter. Q9GZV3. CHT-expressing cells, membrane potential dye, choline response; active compounds read low. B-score at 10 µM. hit rate 0.86% among 310,000;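 active = B-score over 3 SD under the library average, and starting fluorescence ratio not unusually high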;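 also: choline stimulus applied at its EC90 after an EC20 pre-addition; B-score computed on integrated fluorescence ratio after choline addition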
# An asterisk follows results filed as active; i = inactive; nt = not tested or not shown.
KCNQ2 block	CHT block	canonical_smiles
i	i	COc1cc(C2N(c3cc(C)on3)C(=O)C3CCCN32)cc(OC)c1OC (stereo not given)
i	i	O=C(O)CCC(=O)N1N=C(c2c(-c3ccccc3)c3cc(Cl)ccc3[nH]c2=O)CC1c1ccccc1 (stereo not given)
i	i	Clc1ccc(OCCCCN2CCc3ccccc3C2)cc1
i	i	S=c1[nH]nc(-c2ccccc2)n1/N=C/c1c[nH]c2ccccc12
i	i	Clc1ccc(-c2nnc(N3CCOCC3)o2)cc1
i	i	CCn1cc(C(=O)NCc2ccc(C)o2)c2cc(OC)c(OC)cc2c1=O
i	i	Cc1cc(C)c(C#N)c(OCc2ccc(Cl)nc2)n1
i	i	CC(=O)N(C)c1cccc(-c2ccc3nnc(C)n3n2)c1
i	i	CC(=O)c1c(C)[nH]c(C(=O)CSc2nc3ccccc3n2C)c1C
i	i	O=C(NC1CCC(=O)N(CCSc2ccccc2)CC1)OCc1ccccc1 (stereo not given)
i	i	Cc1nc2c(-c3ccccc3)cnn2c(N)c1-c1ccccc1
i	i	O=c1c2ccccc2c(C=NCCO)c(O)n1-c1ccccc1
i	i	CCn1nnnc1SCC(=O)N1CCN(c2ccccc2)CC1
i	i	COc1ccc(CC(=O)NC2CC(C)(C)NC(C)(C)C2)cc1OC
i	nt	COCCn1nnnc1C(c1ccccc1Cl)N1CCN(c2ccccc2OC)CC1 (stereo not given)
i	i	Cc1cccc(N2C(=O)CC(Sc3ccccc3C(=O)O)C2=O)c1 (stereo not given)
i	i	COc1cc(OC)c(OC)cc1CNCCNC(=O)c1ccco1
i	i	CCOC(=O)c1c(NCC(C)C)c2ccccc2[nH]c1=O
i	i	CCOC(=O)NC(Nc1nc2ccccc2s1)(C(=O)OCC)C(F)(F)F (stereo not given)
i	i	COC(=O)[C@@H](NC(=O)Nc1cc(Cl)ccc1C)C(C)C
i	i	CC(C)OC(=O)CSc1nc2cccnc2n1-c1ccc(F)cc1
nt	i	COC(=O)c1sc(S(=O)(=O)Nc2ccc(Br)cc2)c(C(=O)OC)c1C
i	i	CCCCC(=O)NC(=S)Nc1cccc(Cl)c1N1CCCCC1
i	i	CC(OC(=O)c1ccc(NS(=O)(=O)c2ccc3[nH]c(=O)[nH]c3c2)cc1)C(=O)Nc1cccc(Cl)c1Cl (stereo not given)
i	i	CC(Oc1ccc(Cl)cc1Cl)C(=O)NNC(=O)[C@@H]1CCCC[C@@H]1C(=O)O (stereo not given in full)

# One compound at a time, as listed above. Order of values: KCNQ2 block | CHT block
# `COc1cc(OC)c(OC)cc1CNCCNC(=O)c1ccco1` is entered as i | i
# `CCn1nnnc1SCC(=O)N1CCN(c2ccccc2)CC1` is entered as i | i

# Returning to the listing; the three compounds before the break are reprinted first.
KCNQ2 block	CHT block	canonical_smiles
i	i	CCCCC(=O)NC(=S)Nc1cccc(Cl)c1N1CCCCC1
i	i	CC(OC(=O)c1ccc(NS(=O)(=O)c2ccc3[nH]c(=O)[nH]c3c2)cc1)C(=O)Nc1cccc(Cl)c1Cl (stereo not given)
i	i	CC(Oc1ccc(Cl)cc1Cl)C(=O)NNC(=O)[C@@H]1CCCC[C@@H]1C(=O)O (stereo not given in full)
i	i	COC(=O)c1ccc(CSc2nnc(-c3ccncc3)o2)o1
i	i	C=CCOc1ccc(/C(O)=C2\C(=O)C(=O)N(CCCOC)C2c2ccc(O)c(OC)c2)cc1 (stereo not given)
i	i	CCSc1nc2c(c(=O)[nH]1)C(C(C)C)C(C#N)=C(N)O2 (stereo not given)
i	i	CC(CN(C)Cc1ccccc1)OC(=O)c1cccs1 (stereo not given)
i	i	Cc1ccc(NC(=O)COC(=O)Cc2ccsc2)c(C)c1
i	i	CC(C)CCNC(=O)c1onc(CSc2ccncc2)c1C(=O)NCCC(C)C
i	i	NC(=O)CC(NC(=O)Cc1ccc(Cl)cc1)c1ccc(NCCN2CCOCC2)c([N+](=O)[O-])c1 (stereo not given)
i	i	Cc1cc2c3c(c1C)C1(C(=O)N3C(C)(C)CC2C)C(C#N)=C(N)Oc2cc(O)ccc21 (stereo not given)
i	i	NNC(=O)c1sc2cc(C(F)(F)F)cnc2c1-c1ccccn1
i	i	CCn1c(O)c(N=NC(=O)C(O)c2ccccc2)c2ccccc21 (stereo not given)
i	-4.96*	COc1ccc(C/C(O)=C(\C#N)c2nc3ccccc3s2)cc1
i	i	CC[N+](C)(C)CCN(Cc1ccc(Cl)cc1)c1ccccn1
i	i	COC(=O)C1=C(C(=O)OC)[C@@H]2Nc3ccccc3[C@@]23C[C@@H](C(=O)OC)N(C(=O)CC(C)C)C3=N1
i	i	Cc1cccc(C)c1NC(=O)CN(C)C(=O)CSCc1c(C)noc1C
i	i	CCOc1nc2cnccc2n(CC(=O)Nc2ccccc2F)c1=O
i	i	C=CCNC(=O)C1CCN(S(=O)(=O)c2ccc3ccccc3c2)CC1
i	i	O=C(COC(=O)COc1ccccc1)Nc1ccc(S(=O)(=O)N2CCOCC2)cc1
nt	i	Cc1cc(C)c2c(N)c(C(=O)Nc3ncc(C)s3)sc2n1
i	i	O=C1CC(c2ccco2)Sc2ccccc2N1 (stereo not given)
i	i	CC(=O)Nc1cccc(C(=O)OCC(=O)NC(C)c2ccc(F)cc2)c1 (stereo not given)
i	i	Cc1ccc(Nc2ncnc(-n3cccc3)n2)cc1Cl
i	i	O=C1/C(=C/c2ccccc2)SC(=S)N1C1CCS(=O)(=O)C1 (stereo not given)
i	i	CC1(C)Cc2c(c(-c3ccccc3)[nH]c(=O)c2C#N)CS1
i	i	NC(=O)C1CCN(C(=O)C2CC(=O)N(c3ccc(F)cc3)C2)CC1 (stereo not given)
i	i	COc1ccc(Cn2ccc(=O)c(Cc3c(Cl)cccc3Cl)c2C)cc1
i	i	OCC1(Cc2ccccc2)CCCN(Cc2cn[nH]c2-c2ccccc2)C1 (stereo not given)
i	i	CCC(C)NC(=O)CSc1nc2cc(S(=O)(=O)N3CCOCC3)ccc2n1CC (stereo not given)
i	i	CCCCNC(=O)c1onc(CSc2cccc(OC)c2)c1C(=O)NCCCC
i	i	O=C(Nc1ccc(N2CCOCC2)c(Cl)c1)c1cc2ccccc2o1
-5.76*	i	Oc1cc(Br)ccc1C=Nc1ccc(N2CCCCC2)cc1
i	i	CCN1CCN(CCCNC(=O)CNC(=O)c2nn(-c3ccc(OC)cc3)c(=O)c3ccccc23)CC1
i	i	Cc1nn(Cc2ccccc2Cl)c(C)c1C(=O)NCC(c1cccs1)N1CCOCC1 (stereo not given)
i	i	CCOC(=O)C1=C(O)/C(=C/c2ccc(OCC(=O)O)c(OCC)c2)SC1=Nc1ccc(OC)cc1
i	i	CCOC(=O)c1c(C)[nH]c(C(=O)COC(=O)CCC(=O)c2ccc3c(c2)OCCO3)c1C
i	nt	Cc1nc(/N=C(\N)Nc2ccccc2)nc2ccccc12
i	i	Cc1[nH]nc2c1C(c1ccco1)C(C#N)=C(N)O2 (stereo not given)
i	i	CNC(=O)c1cc(OCC(F)(F)F)ccc1OCC(F)(F)F
i	i	COc1ccc(C2CC(=O)N(CC(=O)NCC3CCCO3)c3ccccc3S2)cc1OC (stereo not given)
i	i	COC(=O)CN(c1cc(Cl)ccc1OC)S(=O)(=O)c1ccc(C)cc1
i	i	CC(C(=O)NCC1(c2ccccc2)CCCC1)N1CCOCC1 (stereo not given)
i	i	O=C(Nc1nn[nH]n1)c1cccc(Oc2ccccc2)c1
i	i	O=C(Nc1cccnc1)c1sc(Nc2ccccc2F)nc1-c1ccccc1
i	i	CC(C)(C)NC(=O)CSc1nnc(NC(=O)CCc2ccccc2)s1
i	-9.25*	Cc1ccccc1C(=O)NNC(=S)NC(=O)c1ccc(Cl)cc1Cl
i	i	CCOC(=O)c1c(C)[nH]c(C)c1S(=O)(=O)N(C)CC(=O)Nc1cccc(C)n1
i	i	COc1ccc(S(=O)(=O)N(C)C)cc1NC(=O)COC(=O)c1nn(C)c(=O)c2ccccc12
i	i	O=C(/C=C/c1ccco1)NC(=S)Nc1cccc([N+](=O)[O-])c1
i	i	CCn1c(SCC(=O)Nc2ccc(F)cc2)nnc1C1CC1
i	i	COc1ccccc1C(=O)COC(=O)c1ccc(N(C)C)cc1
i	i	COc1ccccc1CN1C[C@@H]2C[C@@H](c3cccc(O)c3)N3CCC[C@@]23C1=O

# The results go on:
KCNQ2 block	CHT block	canonical_smiles
i	i	O=C1C=CC[C@H](/C=C/C[C@@H](O)C[C@H](O)CCc2ccccc2)O1
i	i	Cc1cccc2sc(N(CCCN(C)C)C(=O)c3ccc(S(=O)(=O)N4CCc5ccccc5C4)cc3)nc12
i	i	O=C(N/N=C\c1ccc2c(c1)OCO2)c1cncc(Br)c1
i	i	CC(=O)Nc1ccc(S(=O)(=O)NCc2cn3ccsc3n2)cc1
i	i	COCCN(C(=O)c1cccc(OC)c1)c1nnc(-c2ccncc2)s1
i	i	Cc1ccc(CCC(=O)Nc2ncc(Cc3cc(Cl)ccc3Cl)s2)o1
i	i	COc1ccc(-c2c(C)oc3c(CN4CCCCC4C)c(O)ccc3c2=O)cc1OC (stereo not given)
i	i	CN(C)S(=O)(=O)N1CCC(Oc2cccc(C(=O)N3CCCCCCC3)c2)CC1
i	i	O=CN1CCN(C(C(=O)NC2CCCC2)c2cc3c(cc2[N+](=O)[O-])OCO3)CC1 (stereo not given)
i	i	O=C(CSc1nc(-c2ccco2)cc(C(F)(F)F)n1)NCCc1ccccc1
i	i	O=C1CC(C(=O)O)S/C(=N\NC(=O)c2ccc(F)cc2)N1 (stereo not given)
i	i	O=C(COC(=O)c1cccc(Br)c1)NCCNC(=O)COC(=O)c1cccc(Br)c1
i	i	COc1cc(C(=O)N2CCN(C(=O)C3COc4ccccc4O3)CC2)cc(OC)c1OC (stereo not given)
i	i	CCOC(=O)C1=C(C)OC(N)=C(C#N)C1c1cc(OC)c2c(c1)OCO2 (stereo not given)
i	i	Cc1c(Cl)cccc1NC(=S)NCCN1CCOCC1
i	i	CC(C)(C)CC(C)(C)c1ccc(O)c(CN2CCN(CCC#N)CC2)c1
i	i	CCCn1c2ccccc2c2cnn(CC(=O)N3CCOCC3)c(=O)c21
i	i	CCOc1ccccc1N(CC(=O)Nc1ccccc1C(=O)OC)S(C)(=O)=O
i	i	COc1cccc(/C=N/NC(=S)NCCc2ccccc2)c1OC
i	i	C/C(=N\NC(=O)COc1ccccc1-c1ccccc1)c1ccccn1
i	i	Cc1ccc(NC2CCCN(C(=O)CCCN3CCCCC3=O)C2)cc1C (stereo not given)
i	i	COc1cc2sc3ccc(C#Cc4ccc(N)cc4)cc3c(=O)c2cc1OC
i	i	O=C(Cn1nnc(N2CCCCC2)n1)c1ccc(Cl)c(Cl)c1
i	i	COc1ccc(NS(=O)(=O)c2ccc(OC)c(NC(=O)CCC3CCCCC3)c2)cc1
-6.4*	i	C/C(=N\NC(=O)COc1ccccc1-c1ccccc1)c1cccnc1
i	i	NS(=O)(=O)c1cccc(NC(=O)COC(=O)CCSc2ccccc2)c1
i	i	Cc1ccccc1OCC(=O)NNC(=O)c1cc(S(=O)(=O)N2CCOCC2)ccc1N1CCCC1
i	i	CC(=O)Nc1cc(C(=O)O)ccc1S(=O)(=O)c1ccc(C)cc1
i	i	NC(=O)N=Nc1c(O)[nH]c2c(Br)cc(Br)cc12
i	i	Cc1ccc(OCCNC(=O)c2cc(C(=O)NCCOc3ccc(C)cc3)cc([N+](=O)[O-])c2)cc1
i	i	Nc1c(Cl)ncnc1NCC(O)CO (stereo not given)
i	i	O=c1cc(-c2ccccc2)nc2nc(-c3ccccc3)[nH]n12
i	i	Cc1cccc(OCC(=O)N/N=C/c2sc(=O)n(Cc3cccc(C(=O)O)c3)c2Cl)c1
i	i	COc1ccc(C2C(C(=O)c3ccco3)=C(O)C(=O)N2CC2CCCO2)cc1 (stereo not given)
i	i	O=C(O)[C@H](Cc1ccccc1)Nc1ccc([N+](=O)[O-])cn1
i	i	O=C(CC(Cc1ccccc1)c1ccco1)NC1CCCCC1 (stereo not given)
i	i	COc1ccc(S(=O)(=O)N(Cc2nc3ccccc3c(=O)[nH]2)C2CCCC2)cc1
i	i	O=S(Cc1ccc(Br)cc1)Cc1nnc(SCc2c(F)cccc2Cl)n1-c1ccccc1 (stereo not given)
i	i	Cc1cccc(-c2nc3sc(C)cc3c(=O)o2)c1
i	i	CCOC(=O)C1CCN(c2c(NCc3ccc(N(C)C)cc3)c(=O)c2=O)CC1
i	i	O=C(Cc1cccc2ccccc12)N/N=C/c1ccc(O)c([N+](=O)[O-])c1
i	i	S=c1nc(-c2ccccc2)n(-c2ccccc2)[nH]1
i	i	CCOC(=O)CC(=O)CSC1=C(C#N)C(c2ccccc2OC)CC(=O)N1 (stereo not given)
i	i	CSC1=NCCN1C(=O)Cc1cccs1
i	i	NC(=O)c1ccc(-n2nnnc2SCC(=O)Nc2ccccc2F)cc1
i	i	COc1cc(C(NC=O)C(=O)Nc2c(C)cccc2C)ccc1O (stereo not given)
i	i	COc1cc(OC)cc(C(=O)Nc2nc3ccccc3[nH]2)c1
i	i	CCOC(=O)c1oc2ccccc2c1NC(=O)c1cccc(OC)c1OC
i	i	CC(C)Cc1c2c([nH]c(=S)c1C#N)CCCC2
i	i	CCOC(=O)c1[nH]c(C)c(C(=O)N2CCc3c([nH]c4ccccc34)C2c2ccccn2)c1C (stereo not given)

# Grouped by structure: the entries above containing a COOH group (eight)
KCNQ2 block	CHT block	canonical_smiles
i	i	O=C(O)CCC(=O)N1N=C(c2c(-c3ccccc3)c3cc(Cl)ccc3[nH]c2=O)CC1c1ccccc1 (stereo not given)
i	i	Cc1cccc(N2C(=O)CC(Sc3ccccc3C(=O)O)C2=O)c1 (stereo not given)
i	i	CC(Oc1ccc(Cl)cc1Cl)C(=O)NNC(=O)[C@@H]1CCCC[C@@H]1C(=O)O (stereo not given in full)
i	i	CCOC(=O)C1=C(O)/C(=C/c2ccc(OCC(=O)O)c(OCC)c2)SC1=Nc1ccc(OC)cc1
i	i	O=C1CC(C(=O)O)S/C(=N\NC(=O)c2ccc(F)cc2)N1 (stereo not given)
i	i	CC(=O)Nc1cc(C(=O)O)ccc1S(=O)(=O)c1ccc(C)cc1
i	i	Cc1cccc(OCC(=O)N/N=C/c2sc(=O)n(Cc3cccc(C(=O)O)c3)c2Cl)c1
i	i	O=C(O)[C@H](Cc1ccccc1)Nc1ccc([N+](=O)[O-])cn1
